DAX1 inh-1 – DAX1 (NR0B1) inhibitors on StAR promoter, primary screen, cell-based, luminescence, SF-1 (NR5A1), full-length DAX-1 | HEK293T StAR-luciferase reporter, SF-1/DAX-1 repression relief | inhibition, % at 6.8 µM | 1.1% of 370,000 active | AID 652010, 2013;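 active = inhibition above the mean over all tested compounds plus 3 SD, cut at about 3.6% in these data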;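 note: 0% = DAX-1 cells with DMSO and 100% = cells lacking DAX-1 with DMSO; higher inhibition means more luminescence from relief of DAX-1 repression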
hgDAF12 agonist – H. glycines DAF-12 receptor agonists, primary screen, cell-based, luminescence, HEK293, GAL4 fusion, UAS-luciferase | Nuclear hormone receptor DAF-12 (Heterodera glycines), GAL4 fusion | HEK293 GAL4-hgDAF12 UAS-luciferase reporter, agonist luminescence; normalized to butyrate control | activation, % at 6.8 µM | 1.8% of 370,000 active | AID 687014, 2013;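 active = activation above a cutoff set at the mean of all screened compounds plus 3 SD, cut at about 10% in these data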;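 note: 0% = DMSO wells and 100% = sodium butyrate wells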
DAX1 inh-2 – DAX1 (NR0B1) inhibitors, primary screen, cell-based, HEK293, Gal4-DAX1, luciferase luminescence; Nuclear receptor subfamily 0 group B member 1 (Homo sapiens), P51843; HEK293 Gal4-DAX1 luciferase reporter; inhibition, % at 6.75 µM; 0.99% of 340,000 active; AID 504766, 2011;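 active = inhibition above the mean over all tested compounds plus 3 SD, cut at about 4.2% in these data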;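 note: 0% = DAX1-transfected cells with DMSO and 100% = empty-vector control cells with DMSO; inhibition shows as a rise in luminescence from relieved DAX1 repression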
Target sequence (P51843 207-470 limits assumed): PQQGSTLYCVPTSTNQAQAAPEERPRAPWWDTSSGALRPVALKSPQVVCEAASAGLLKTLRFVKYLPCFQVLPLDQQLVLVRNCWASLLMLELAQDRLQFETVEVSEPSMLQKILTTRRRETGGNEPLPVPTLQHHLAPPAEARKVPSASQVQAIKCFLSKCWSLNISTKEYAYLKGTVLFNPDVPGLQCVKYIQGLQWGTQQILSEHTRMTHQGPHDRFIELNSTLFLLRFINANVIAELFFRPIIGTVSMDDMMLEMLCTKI
ADAM17 inh – ADAM17 inhibitors, primary screen, biochemical, QFRET | Disintegrin and metalloproteinase domain-containing protein 17 (Homo sapiens), P78536 | recombinant ADAM17, EDANS/DABCYL FRET peptide cleavage | inhibition, % at 6.95 µM | 0.83% of 370,000 active | AID 720648, 2013;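 active = inhibition above the mean of compounds lying between control limits plus 3 SD, set per campaign, cut at about 8.5% in these data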;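 note: 0% = DMSO-only wells as the low control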
Target sequence (P78536 215-824 limits assumed): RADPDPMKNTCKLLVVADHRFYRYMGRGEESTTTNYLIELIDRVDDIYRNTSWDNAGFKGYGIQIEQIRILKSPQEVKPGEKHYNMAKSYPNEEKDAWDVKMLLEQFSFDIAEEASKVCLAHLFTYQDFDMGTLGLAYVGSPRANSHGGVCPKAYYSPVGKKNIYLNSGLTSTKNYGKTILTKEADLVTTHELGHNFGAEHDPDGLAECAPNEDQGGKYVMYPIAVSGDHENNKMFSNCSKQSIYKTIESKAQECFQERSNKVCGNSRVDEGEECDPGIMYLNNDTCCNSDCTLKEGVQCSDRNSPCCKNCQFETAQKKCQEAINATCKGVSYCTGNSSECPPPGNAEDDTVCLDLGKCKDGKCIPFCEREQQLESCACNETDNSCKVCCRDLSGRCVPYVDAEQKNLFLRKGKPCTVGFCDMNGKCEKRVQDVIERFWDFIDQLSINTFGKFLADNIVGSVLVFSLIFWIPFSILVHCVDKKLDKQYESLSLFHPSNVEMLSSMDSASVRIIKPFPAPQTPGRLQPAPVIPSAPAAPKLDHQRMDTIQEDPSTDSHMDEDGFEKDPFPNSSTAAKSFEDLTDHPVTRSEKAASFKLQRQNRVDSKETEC
GAA850 FXN act – FXN promoter activators, primary screen, cell-based, luciferase luminescence, HEK293 lucGAA850 | HEK293 lucGAA850 FXN promoter luciferase reporter, 24 h; percent of 10 µM SAHA response | activation, % at 6 µM | 0.56% of 360,000 active;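 active = activation above the average of all compounds screened plus 3 SD, cutoff fixed separately per campaign, cut at about 7.5% in these data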;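 note: 0% = DMSO wells and 100% = 10 µM SAHA wells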
PLCg1 inh – PLC-gamma1 enzyme inhibitors, primary screen, biochemical, fluorescence, purified enzyme; fluorogenic substrate; 1-phosphatidylinositol 4,5-bisphosphate phosphodiesterase gamma-1 (Homo sapiens), P19174; inhibition, % at 12.2 µM; AID 720700, 2013; 0.84% of 370,000 active; in the data active = inhibition above about 9.5%
hcDAF-12 act – H. contortus DAF-12 nuclear receptor activators, primary screen, cell-based, luminescence, HEK293, lit1-tk-luc reporter; 1.4% of 370,000 active; HEK293 hcDAF-12 lit1-tk-luc reporter; 0% DMSO, 100% Δ7-dafachronic acid; activation, % at 6.8 µM;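 active = activation above the mean of all tested compounds plus 3 SD, cut at about 5.5% in these data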;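 note: 100% = response to 3 µM Δ7-dafachronic acid high control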
HGIII-sPLA2 inh – human group III sPLA2 inhibitors, primary screen, biochemical, QFRET, BODIPY PC-A2 liposome substrate; inhibition, % at 12.2 µM; 0.56% of 370,000 active; QFRET BODIPY PC-A2 liposome hydrolysis, fluorescence; AID 743126, 2013; Group 3 secretory phospholipase A2 (Homo sapiens), Q9NZ20;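 active = inhibition above mean plus 3 SD of compounds lying within the high and low control bounds, cut at about 19% in these data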;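 note: 0% = median of test compound wells and 100% = no enzyme DMSO wells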
ADAM10 inh – human ADAM10 inhibitors, primary screen, biochemical, QFRET, HTS | inhibition, % at 7 µM | 0.62% of 370,000 active | recombinant ADAM10, EDANS/DABCYL FRET peptide cleavage, 3 h | Disintegrin and metalloproteinase domain-containing protein 10 (Homo sapiens), O14672 | AID 720582, 2013;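 active = inhibition above a per-campaign cutoff equal to the mean of compounds falling between control-based bounds plus 3 SD, cut at about 20% in these data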;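 note: 0% = DMSO wells while the 100% control is not disclosed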
PLC-beta3 inh – human PLC-beta3 inhibitors, primary screen, biochemical, fluorescence | 0.18% of 370,000 active | inhibition, % at 12.2 µM | 1-phosphatidylinositol 4,5-bisphosphate phosphodiesterase beta-3 (Homo sapiens), Q01970 | Purified PLC-beta3, fluorogenic substrate; in the data active = inhibition above about 11%;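 note: 0% = median of compound wells on plate and 100% = full blocker control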
ssDAF-12 act – S. stercoralis DAF-12 nuclear receptor activators, primary screen, cell-based, luminescence, HEK293, GRIP1 co-expression, lit1-tk-luc; activation, % at 6.8 µM; AID 652126, 2013; 1% of 370,000 active; HEK293 ssDAF-12/GRIP1 lit1-tk-luc reporter; % of 3 µM dafachronic acid response; Nuclear hormone receptor DAF-12 (Strongyloides stercoralis);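 active = activation above the mean over all tested compounds plus 3 SD, cut at about 0.9% in these data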;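 note: 0% = DMSO-only wells and 100% = 3 µM delta7-dafachronic acid wells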
Active calls of the source: *; i = inactive; . = no result given.

Order of values – DAX1 inh-1	hgDAF12 agonist	DAX1 inh-2	ADAM17 inh	GAA850 FXN act	PLCg1 inh	hcDAF-12 act	HGIII-sPLA2 inh	ADAM10 inh	PLC-beta3 inh	ssDAF-12 act
> COc1ccc(OC)c(/C=N/NC(=O)CNC(=O)c2cccc3ccccc23)c1
  -0.9	1.4	-0.8	i	0.5	i	-2.8	-10.2	i	i	-1.0
> COC(=O)C1=C(C)NC(=O)C1(NS(=O)(=O)c1ccc(NC(C)=O)cc1)C(F)(F)F (stereo unspecified)
  -0.4	1.4	0.4	0.1	0.5	-2.9	0.1	0.9	8.3	-1.6	-0.5
> COc1ccc(/C=N/NC(=O)CNC(=O)c2ccc(S(=O)(=O)N3CCOCC3)cc2)c(OC)c1
  -0.6	1.0	-1.4	-4.4	1.1	2.1	2.7	-3.4	0.6	2.1	-2.2
> COC(=O)c1ccc(Cl)c(NC(=O)CN2CCC(C)CC2)c1
  -0.1	0.5	-0.2	2.7	2.9	1.0	-0.7	-3.7	7.4	-1.3	-1.4
> N#C/C(=C\c1ccc(N2CCCCC2)o1)C(=O)Nc1cccc(Br)c1
  1.9	8.3	2.3	1.2	7.5	-6.8	2.6	-32.4	-5.0	-7.0	0.5
> O=C(/C=C/c1ccc2c(c1)OCO2)NCCSCc1cccc(Cl)c1
  0.7	-0.5	-2.9	-11.9	2.4	-10.8	-1.7	-7.9	-37.4	-11.9	-0.5
> COc1ccc(NC(=O)CN(C)C(=O)CNC(=O)c2ccc3c(c2)OCO3)cc1
  0.6	1.9	0.7	-3.0	1.2	0.7	2.9	2.5	-9.6	-5.3	-0.6
> Cc1ccc(Oc2ccc(N)cc2)cc1
  -0.7	0.0	-0.1	-1.3	-1.1	-1.1	-1.1	-0.7	1.6	0.7	-0.3
> CC1CCCCC1NC(=O)NC(=O)COC(=O)C1=NN(c2ccccc2)C(=O)CC1 (stereo unspecified)
  0.0	-0.3	0.8	-3.5	0.1	-1.3	1.6	-1.9	-1.2	-4.4	-1.6
> COc1cccc(Cn2c3ccc(NC(=O)Cc4ccccc4C)cc3c(=O)n2C)c1
  -0.7	2.5	.	-355.8	0.2	-229.5	-1.7	6.1	i	-330.3	-1.1
> O=C(NN1CC(=O)N(c2cc(Cl)cc(Cl)c2)CC1=O)c1sccc1Cl
  -0.2	-0.3	.	-5.1	0.5	-0.9	-0.9	-3.9	-1.2	-1.0	-1.6
> O=C(N/C(=C/c1ccc(Br)cc1)C(=O)N1CCOCC1)c1ccco1
  -0.5	1.0	0.5	-5.5	-0.8	1.2	-1.4	4.2	-9.8	-12.9	-1.4
> O[C@@H]1CN(CC2CCCCC2)[C@@H](c2ccccc2)C[C@H]1n1cc(C2CC2)nn1
  0.7	-3.4	1.9	7.0	-2.8	9.4	-0.3	1.2	2.2	6.0	-0.4
> O=C1C2C3C=CC(C3)C2C(=O)N1Nc1ccccc1 (stereo unspecified)
  -0.2	1.0	-1.4	-0.8	1.1	-2.3	3.0	6.9	-4.9	-3.0	-0.8
> COc1ccc(NC(=O)c2ccccn2)cc1S(=O)(=O)N1CCOCC1
  0.8	1.0	1.2	-1.8	-0.5	1.5	0.1	3.6	10.6	-0.4	-1.4
> O=C(CS(=O)CC(=O)Nc1cnc2ccccc2c1)Nc1ccc(Cl)cc1 (stereo unspecified)
  0.1	1.8	-0.1	-2.7	0.4	-1.1	-1.1	-16.8	-0.1	-8.7	-1.0
> CCOC(=O)CSc1nnc(-c2cccnc2)n1Cc1ccccc1
  -0.3	1.4	-0.6	-4.3	0.8	2.4	-2.2	14.0	-5.4	2.0	-1.7
> NC(=O)C1(N2CCCCC2)CCN(C(=S)NC2CCCC2)CC1
  0.4	1.2	-0.3	0.9	-0.2	1.1	-0.8	5.0	3.6	-0.4	-1.6
> CCOc1ccc(C(=O)N[C@H](C(=O)NC2CCCCC2)C(C)C)cc1
  0.9	2.8	1.5	-1.3	1.1	-0.4	3.3	3.4	-3.3	1.5	0.3
> COc1cccc(CNc2nc(C(F)(F)F)nc3ccccc23)c1
  -1.1	-6.2	-3.0	10.3*	3.3	-5.5	-4.6	-9.4	7.5	-19.4	-2.0
> CCOC(=O)N1CCC(NC(=O)c2cccc3c2C(=O)N(c2ccc(OC)cc2)C3)CC1
  -0.7	-1.8	-0.2	-3.3	-0.2	-129.5	-1.5	-0.7	-10.2	-180.5	-1.8
> O=C(c1ccc(-c2ccc(Cl)cc2Cl)o1)N1CCOCC1
  2.7	17.6*	4.4*	-4.1	9.1*	0.5	-0.2	-2.9	1.0	-9.8	-0.9
> CC(=O)c1c(C)[nH]c(C(=O)NNC(=O)c2ccc(C)cc2)c1C
  1.4	1.2	-0.3	2.3	0.9	-1.1	0.5	0.6	-1.3	-1.1	-0.9
> CC1CCCC(NC(=O)COC(=O)c2ccc([N+](=O)[O-])o2)C1C (stereo unspecified)
  -0.7	1.1	-0.1	-2.2	0.1	-3.9	-0.7	-2.1	-5.1	-7.1	-1.0
> Cc1cc(C)c(S(=O)(=O)N(C)CC(=O)NCC2CCCO2)c(C)c1 (stereo unspecified)
  -0.5	1.0	0.0	-0.6	2.3	1.5	0.4	8.2	5.8	2.3	-0.6
> CCCN1CNC(=S)N(c2cccc(C)c2)C1
  -0.5	1.1	0.5	-5.2	-0.9	-2.4	-0.2	4.9	3.7	-0.2	-1.7
> Cc1ccc(C(=O)NNC(=O)CSc2nnc(C(C)C)n2C)cc1
  0.1	-3.2	-0.3	-0.3	2.8	1.7	1.7	5.1	-19.2	-7.3	-0.3
> CNC(=S)N1N=C(c2ccc(C)cc2)CC1c1ccc(Cl)cc1 (stereo unspecified)
  -0.4	0.8	-1.6	1.3	-1.2	1.0	-0.6	2.6	8.1	2.9	-0.6
> COc1cccc(C(=O)N[C@H](C(=O)N2CCC[C@H]2C(=O)NCc2ccccc2)c2ccccc2)c1
  -0.2	0.6	.	-4.3	.	2.9	-0.6	0.0	0.0	-1.1	-1.3
> COc1ccc(C2=NN(C(=O)CCC(=O)O)C(c3ccc(Br)cc3)C2)cc1 (stereo unspecified)
  -0.4	-0.9	0.4	-7.2	-0.2	-5.5	0.2	-6.0	-13.3	-9.6	-0.4
> COc1ccc(CNC(=O)CCCCCNc2nc(=S)[nH]c3ccccc23)cc1
  -1.3	1.5	-0.7	-0.5	0.9	-2.9	-0.1	3.1	-3.4	-5.1	-2.0
> Cn1cccc1C(=O)OCC(=O)NCCc1ccccc1
  0.5	5.1	0.2	-3.9	2.6	1.6	0.9	8.7	-12.2	0.6	-0.3
> Cc1c(C)n2c(SCC(=O)N3CCC(C)CC3)nnc2[nH]c1=O
  -1.1	2.0	-0.3	-3.4	0.3	2.5	-1.8	3.3	-2.9	-6.6	-0.6
> Cc1cc(C)cc(N(CC(=O)NC2CCC(C)CC2)S(=O)(=O)c2ccc(C(C)(C)C)cc2)c1 (stereo unspecified)
  1.5	7.8	.	-1.2	.	0.6	0.9	1.7	-7.4	-0.2	0.0
> CCOC(=O)c1cnn(-c2cc(C)c3ccccc3n2)c1N
  0.4	2.4	1.6	2.4	2.3	1.1	4.6	1.2	5.0	2.6	0.2
> c1ccn2cc(CSC3=NCCS3)nc2c1
  0.6	5.0	1.9	-0.7	2.2	-2.1	0.1	6.9	-0.8	-1.7	-1.1
> CCN(CC)S(=O)(=O)c1ccc(/C=C/C(=O)Nc2c(C)n(C)n(-c3ccccc3)c2=O)cc1
  -0.6	1.3	-1.2	3.4	-0.9	1.2	-1.9	1.8	11.8	5.0	-1.4
> Cc1cc(N2C(=O)[C@@H]3[C@H](C2=O)[C@@H]2C[C@H]3C(Br)C2Br)no1 (stereo partly specified)
  -0.2	0.9	2.7	-3.8	2.2	-0.7	-1.6	-0.5	-5.0	-3.7	-1.1
> COc1ccccc1-n1nnnc1SCC(=O)NC(=O)Cc1ccccc1
  -0.6	-0.4	0.0	-1.4	0.1	1.1	-1.3	-1.4	-10.3	-6.8	-1.8
> CC12CC(c3ccccc3O1)N(C(=O)c1ccco1)C(=O)N2c1ccccc1 (stereo unspecified)
  0.4	0.6	0.7	-0.5	0.9	0.3	-0.6	-0.8	10.0	0.8	-0.9
> C=CCN1[C@H](C)COc2cccc(N3CCSCC3)c2S1(=O)=O
  -0.8	1.7	.	-2.7	.	2.2	-0.8	2.0	-1.2	-0.9	-0.4
> Cc1sc2ncnc(NCC3CCCO3)c2c1C (stereo unspecified)
  -0.5	-2.0	-1.0	-1.5	-1.1	7.8	-2.2	7.7	-2.6	2.4	-1.4
> CCC(=O)N1CCc2cc(S(=O)(=O)CCC(=O)Nc3cccc(F)c3)ccc21
  0.2	1.7	-1.9	0.3	0.4	2.1	-0.5	1.9	2.8	3.8	-1.0
> O=S(=O)(c1ccc(F)cc1)N1CCN(c2nc(-c3cccnc3)nc3ccccc23)CC1
  -1.3	-1.4	-1.7	2.2	-1.7	-27.7	1.2	-18.9	-2.0	-46.6	-1.1
> COc1ccc(S(=O)(=O)NC(CC(=O)NCCc2ccccc2)c2ccco2)cc1 (stereo unspecified)
  0.9	3.1	-0.1	-1.6	2.5	4.5	-0.6	-3.6	-6.0	0.7	-1.8
> Fc1cc2[nH]cnc2cc1Cl
  0.7	0.1	1.5	-7.0	-0.2	-1.1	-0.9	11.7	2.9	-3.8	-1.1
> O=C(Nc1ccccc1)OCN1C(=O)c2ccccc2C1=O
  0.4	4.9	0.1	0.5	2.9	3.7	-1.1	6.2	-0.8	4.3	-0.6

Single records, as listed above. Order of values: DAX1 inh-1, hgDAF12 agonist, DAX1 inh-2, ADAM17 inh, GAA850 FXN act, PLCg1 inh, hcDAF-12 act, HGIII-sPLA2 inh, ADAM10 inh, PLC-beta3 inh, ssDAF-12 act
Cc1cc(C)cc(N(CC(=O)NC2CCC(C)CC2)S(=O)(=O)c2ccc(C(C)(C)C)cc2)c1 (stereo unspecified) in the list: 1.5, 7.8, ., -1.2, ., 0.6, 0.9, 1.7, -7.4, -0.2, 0.0
O=S(=O)(c1ccc(F)cc1)N1CCN(c2nc(-c3cccnc3)nc3ccccc23)CC1 in the list: -1.3, -1.4, -1.7, 2.2, -1.7, -27.7, 1.2, -18.9, -2.0, -46.6, -1.1

Source: PubChem
